mcGAS inh – mouse cGAS inhibition by luminescence. recombinant cGAS, Kinase-Glo ATP depletion luminescence. 160,000 compounds, 0.15% hits. inhibition, % at 12.5 µM;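 note: 0% = negative control wells and 100% = reference inhibitor with no enzyme activity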
hcGAS inh – inhibitors of human cGAS. recombinant h-cGAS, ATP depletion, Kinase-Glo luminescence. inhibition, % at 12.5 µM. 290,000 compounds, 0.081% hits. AID 1259398;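 note: 0% = vehicle reaction and 100% = reaction without DNA for no activity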
Target sequence (Q8N884 whole entry, looked up): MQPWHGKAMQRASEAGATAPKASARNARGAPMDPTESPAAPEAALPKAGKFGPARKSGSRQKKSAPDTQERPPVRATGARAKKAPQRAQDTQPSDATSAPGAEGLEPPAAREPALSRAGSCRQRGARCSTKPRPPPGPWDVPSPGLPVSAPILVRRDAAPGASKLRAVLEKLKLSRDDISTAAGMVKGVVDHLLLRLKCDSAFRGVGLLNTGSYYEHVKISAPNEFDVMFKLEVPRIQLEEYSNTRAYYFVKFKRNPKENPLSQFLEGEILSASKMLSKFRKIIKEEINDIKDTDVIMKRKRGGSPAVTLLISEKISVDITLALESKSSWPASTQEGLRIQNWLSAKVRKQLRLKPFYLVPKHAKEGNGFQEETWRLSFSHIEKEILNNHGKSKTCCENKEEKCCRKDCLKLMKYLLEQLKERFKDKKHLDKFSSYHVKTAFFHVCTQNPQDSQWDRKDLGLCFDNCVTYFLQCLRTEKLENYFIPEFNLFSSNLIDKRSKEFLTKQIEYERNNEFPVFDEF
NPYLR7 agonist – mosquito NPYLR7 agonism; HEK293T NPYLR7/Galpha15, GCaMP6s calcium fluorescence; activation, % at 10 µM; 270,000 compounds, 0.15% hits; AID 1259423; in the data active = activation above about 40%;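 note: 0% = vehicle and 100% = reference agonist at the receptor; some compounds past the cut are filed as inactive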
Active calls of the source: *; x = no result given; & = joins results of further samples. Cut-off read from the data, not from the text of the source, unless noted: active = inhibition above about 40%; inactive = the rest.

Fields: mcGAS inh | hcGAS inh | NPYLR7 agonist
1) Cc1cc(=O)[nH]c(NN=Cc2ccc(O)c(O)c2O)n1
 : x | 37 | -7
2) NC(=O)C1CCN(C(=O)/C=C/c2ccccc2Br)C1 (stereo unspecified)
 : -2 | 2 | 3
3) N#Cc1ccccc1C(=O)N1CCOC(c2ccccc2)C1 (stereo unspecified)
 : -5 | -6 | 2
4) O=C(CSc1nnc2c(Cl)cc(Cl)cn12)NCC12CC3CC(CC(C3)C1)C2
 : x | 6 | 1
5) COC(=O)c1ccc2c(c1)CC(CNC(=O)c1cccc([N+](=O)[O-])c1)O2 (stereo unspecified)
 : x | 1 | 10
6) O=S(=O)(c1ccccc1)N(CC(F)(F)F)S(=O)(=O)c1ccccc1
 : x | -9 | 10
7) CCc1ccc(S(=O)(=O)Nc2ccc(-c3ccc4nnc(C)n4n3)cc2)s1
 : -8 | -7 | -12
8) C=CCNC(=O)c1ccccc1-c1ccccc1
 : -7 | -3 | 0
9) Cn1c(-c2ccncc2)nn(CN2CCc3sccc3C2c2ccccc2)c1=S (stereo unspecified)
 : -6 | -6 | 5
10) CCc1cc(Cl)c(OC)c(C(=O)NCC2CCCN2CC)c1O (stereo unspecified)
 : x | -6 | -6
11) COc1ccc(-c2cc3c(SCc4ccc(C)cc4)nccn3n2)cc1
 : -6 | -5 | -4
12) CC1(C)CN(CCS(C)(=O)=O)C1(C)C
 : -17 | -16 | 3
13) Brc1cnc(N2CCOCC2)nc1
 : x | -7 | 5
14) O=C(NCCCn1nnc2ccccc21)c1cn(C2CCCCC2)nn1
 : x | -8 | 7
15) O=C1c2nc(Nc3ccncc3)ccc2CN1C1(C(=O)NC2CC2)CC1
 : x | -11 | 6
16) CCOC(=O)C1(Cc2ccccc2C)CCCN(Cc2cnc(C)s2)C1 (stereo unspecified)
 : x | -6 | 4
17) Cc1cc(C)n2nc(SCC(=O)Nc3cccc([N+](=O)[O-])c3)nc2n1
 : -4 | -8 | 0
18) NC1=NC(=O)/C(=C\c2ccc(O)c([N+](=O)[O-])c2)S1
 : -3 | -3 | 1
19) COCc1nnc(NC(=O)CN2CCCC2c2cc(C(C)C)on2)s1 (stereo unspecified)
 : -12 | 1 | 9
20) O=C1CCC(=O)N1NC(=O)C12CC3CC(CC(C3)C1)C2
 : -5 | 9 | -1
21) Cn1c(=O)c2c(nc(NCCO)n2CCCc2ccccc2)n(C)c1=O
 : x | -7 | 1
22) COc1cccc2c1C(=O)CC1(CCN(CC(=O)Nc3ccccc3Sc3ccccc3)CC1)O2
 : x | -4 | 11
23) O=C(c1cc2n(n1)CCN(Cc1ccc3nonc3c1)C2)N1CCCC1
 : x | -5 | -1
24) Cc1ccc(Sc2ccc(NC(=O)Cn3cnnn3)cc2)cc1C
 : x | -3 | 8
25) Cc1cccc(-n2c(-c3ccccc3)cnc2SC(C)C(=O)N(C)C2CCS(=O)(=O)C2)c1C (stereo unspecified)
 : x | -1 | 0
26) O=C(CSc1nnc2ccc(-c3cccc([N+](=O)[O-])c3)nn12)Nc1ccccc1
 : -5 | 0 | -13
27) CC(C)CCN(CC(=O)N(Cc1cccn1Cc1ccccc1Cl)C1CCCCC1)C(=O)COc1ccccc1
 : -5 | -16 | -11
28) COc1cccc(C(O)c2ncc(-c3ccccc3)[nH]2)c1 (stereo unspecified)
 : x | -11 | -3
29) NCCc1nc(NCc2ccccc2-n2cncn2)c2ccccc2n1
 : x | -4 | -6
30) COc1ccccc1-n1c(CNC(=O)c2ccco2)nnc1SCC(=O)Nc1ccc(F)cc1
 : -4 | -6 | 11

Of the compounds above, these contain two or more sulfur atoms:
Fields: mcGAS inh | hcGAS inh | NPYLR7 agonist
6) O=S(=O)(c1ccccc1)N(CC(F)(F)F)S(=O)(=O)c1ccccc1
 : x | -9 | 10
7) CCc1ccc(S(=O)(=O)Nc2ccc(-c3ccc4nnc(C)n4n3)cc2)s1
 : -8 | -7 | -12
9) Cn1c(-c2ccncc2)nn(CN2CCc3sccc3C2c2ccccc2)c1=S (stereo unspecified)
 : -6 | -6 | 5
25) Cc1cccc(-n2c(-c3ccccc3)cnc2SC(C)C(=O)N(C)C2CCS(=O)(=O)C2)c1C (stereo unspecified)
 : x | -1 | 0

Following part
Fields: mcGAS inh | hcGAS inh | NPYLR7 agonist
31) Cc1cc(C(=O)Cn2c(C)csc2=O)c(Cl)cc1F
 : x | 2 | 1
32) CCOCCCN(CC(=O)N(Cc1cccn1Cc1ccc(F)cc1)C1CCCCC1)C(=O)c1cc(OC)cc(OC)c1
 : -5 | -6 | -9
33) Cc1cc(C)c(C(=O)N2CCC(CCC(=O)N3CCC(Cc4ccccc4)CC3)CC2)o1
 : -7 | -4 | 2
34) CCN(CC)C(=O)c1nn(-c2ccccc2)c(=O)n(Cc2ccccc2Cl)c1=O
 : -6 | -6 | 11
35) CCC(C)(C)C1CCC2(CC1)NCCc1c2[nH]c2ccccc12 (stereo unspecified)
 : x | -13 | 9
36) O=C(O)c1nn(-c2ccccc2F)c(=O)n(Cc2cccc(Cl)c2)c1=O
 : x | 3 | -7
37) COc1cccc(CSc2nnc(C(C)NC(=O)c3ccc([N+](=O)[O-])cc3Cl)n2-c2ccc(C)cc2)c1 (stereo unspecified)
 : -2 | 1 | 4
38) CC1(C)CC(=O)c2c(O)cc(=O)n(-c3ccc(Cl)cc3)c2C1
 : x | -6 | 4
39) C=CC(=O)Nc1cccc(-c2cccc(-c3ccc(F)cc3)n2)c1
 : -4 | -1 | 0
40) CCN1CCN(C(=O)CCN(CCCN2CCOCC2)c2nc(-c3ccc(F)cc3)nc3ccccc23)CC1
 : -6 | 0 | 15
41) C[C@@H]1CN(C(=O)c2nc3ccc(Cl)cn3c2CNCCc2ccco2)C[C@H](C)O1
 : -10 | -6 | 21
42) CCN1CCN(C(=O)CCN(Cc2ccccc2)c2nc(-c3ccccc3Cl)nc3ccccc23)CC1
 : -5 | -7 | 27
43) Cc1cc(C)n(-c2cc(C(C)C)nc3c(-c4ccccc4)c(C)nn23)n1
 : -11 | -10 | 1
44) C/C=C/C(=O)NC1CCc2[nH]c3cc(C)ccc3c2C1 (stereo unspecified)
 : -8 | -13 | x
45) C/C=C(\C)C(=O)Nc1ccc(-c2cccc(-c3cccc(OC)c3)n2)cc1
 : -6 | -5 | -6
46) Cc1ccc(OCCOc2c(Cl)cc(Cl)cc2/C=N\n2cnnc2)c(C)c1
 : x | -6 | 7
47) Cc1cc(NC(=O)C(C)n2cncn2)ccc1NC(=O)C(C)(C)C (stereo unspecified)
 : -2 | 0 | -8
48) Cc1ccc2nc(-c3ccc(NC(=O)c4ccc(I)cc4)cc3)oc2c1
 : 0 | 1 | -12
49) CCSc1nnc(NC(=O)CSc2nc3[nH]ncc3c(=O)[nH]2)s1
 : x | -3 | 2
50) Cc1ccn2c(=O)cc(CN3CCC(=O)N(CC4CC4)C(C(C)C)C3)nc2c1 (stereo unspecified)
 : -13 | -4 | 0
51) COc1ccc(-n2ccsc2=S)cc1
 : x | -6 | -7
52) O=C(Nc1ccccc1C(F)(F)F)c1cnn2c(C(F)(F)F)cc(-c3cccs3)nc12
 : -9 | -6 | 10
53) CCC(C)N(Cc1ccc(OS(=O)(=O)c2ccc(F)cc2)cc1)C(=O)Nc1ccccc1F (stereo unspecified)
 : -6 | 1 | -2
54) CCCCn1ncc(C)c1NC(=O)C1COc2ccccc2O1 (stereo unspecified)
 : -11 | -8 | 8
55) Cc1nonc1NC(=O)C1(C)CCCN(C(=O)c2ccccc2)C1 (stereo unspecified)
 : -4 | -4 | 6
56) CCCCN(CC(=O)N1c2ccccc2-n2cccc2C1c1ccc(F)cc1)C(=O)C1CCC1 (stereo unspecified)
 : -2 | 1 | 7
57) COC1(C)CC(N(C)CC(=O)N(C)C(C)c2ccc(F)cc2)C1(C)C (stereo unspecified)
 : x | -10 | 3
58) CC1(C)O[C@@H]2C[C@@](OCc3cccc(Cl)c3)(C(=O)NCC3CCCO3)CC(OCc3ccccc3C#N)[C@@H]2O1 (stereo partly specified)
 : 0 | -1 | 2
59) O=C1CCSc2ccccc2N1
 : x | -6 | 6
60) COCCN=C(NC(=O)c1ccc(OC)cc1)OC(C)C
 : 1 | -1 | -1
61) C=CCn1c(SCc2cc3c(cc2Cl)OCO3)nnc1-c1cccnc1
 : x | 1 | 14
62) COc1cc(C(=O)Nc2nc(CN3CCC(C)CC3)cs2)cc(Cl)c1OC
 : -10 | -4 | 4
63) CCCCC(CC)C(=O)N1CCc2cc(OC)c(OC)cc2C1C(C)C (stereo unspecified)
 : -7 | -4 | 14
64) CC(CNC(=O)Cc1ccc2ccccc2c1)N1CCN(C)CC1 (stereo unspecified)
 : x | -7 | -5
65) COc1ccc(N2C(=O)CCC(C(C)=O)=C2C)cc1
 : x | -5 | -4
66) Cc1ccc(Oc2ncccc2CNCc2cnn(C)c2C)cn1
 : x | -6 | 7
67) COc1ccc(-n2nnc3c(SCc4ccccc4Cl)ncnc32)cc1
 : -5 | -5 | 5
68) COc1ccccc1N1CCN(c2ccc(NC(=O)c3ccccc3Br)cc2C(=O)NC2CCCCC2)CC1
 : -2 | 3 | x
69) CN(C)CCN(Cc1csc(COc2cc(Cl)ccc2Cl)n1)C(=O)c1ccccc1
 : -4 | -6 | 20
70) C=CCn1c(=O)c2c(nc3n2CC(C)CN3Cc2ccccc2)n(C)c1=O (stereo unspecified)
 : x | 0&7 | 2&0
71) Cc1ccc(C(C)NC(=O)CN(C)Cc2nc(-c3ccncc3)no2)cc1 (stereo unspecified)
 : -14 | -1 | 23
72) CC1C(=O)N(c2ccc([N+](=O)[O-])cc2)CCN1C(=O)CCc1ccccc1 (stereo unspecified)
 : x | -1 | -4
73) Cc1nc(-c2cc(NCc3ccccn3)nc3[nH]ccc23)cc(C(C)C)n1
 : x | 0 | 23
74) CN(CC1OCCO1)C(=O)CSc1nnc2ccc(C(F)(F)F)cn12
 : x | -3 | 2
75) COc1cccc(OCC2c3ccsc3CCN2C(=O)CN(CC2CCCO2)C(=O)c2cccc(Cl)c2)c1 (stereo unspecified)
 : -4 | -5 | -5

Complete entries from above. Order of values: mcGAS inh	hcGAS inh	NPYLR7 agonist
Profile of CC1C(=O)N(c2ccc([N+](=O)[O-])cc2)CCN1C(=O)CCc1ccccc1 (stereo unspecified) = x	-1	-4
Profile of COc1ccc(-n2nnc3c(SCc4ccccc4Cl)ncnc32)cc1 = -5	-5	5
Profile of C=CCn1c(SCc2cc3c(cc2Cl)OCO3)nnc1-c1cccnc1 = x	1	14
Profile of COc1ccccc1N1CCN(c2ccc(NC(=O)c3ccccc3Br)cc2C(=O)NC2CCCCC2)CC1 = -2	3	x

The listing picks up, starting 2 compounds before the break.
Fields: mcGAS inh | hcGAS inh | NPYLR7 agonist
74) CN(CC1OCCO1)C(=O)CSc1nnc2ccc(C(F)(F)F)cn12
 : x | -3 | 2
75) COc1cccc(OCC2c3ccsc3CCN2C(=O)CN(CC2CCCO2)C(=O)c2cccc(Cl)c2)c1 (stereo unspecified)
 : -4 | -5 | -5
76) COc1ccc(F)cc1-c1nc2ccc(-c3ccc4c(c3)OCO4)cc2o1
 : -3 | -3 | x
77) CC(C)CN(CC(=O)N(CCc1c[nH]c2ccccc12)Cc1ccc(C(F)(F)F)cc1)S(=O)(=O)c1cc(Cl)ccc1Cl
 : -7 | -16 | 0
78) Cc1cc(C)nc(SCCn2c(N(C)Cc3ccccc3)nc3c2c(=O)n(C)c(=O)n3C)n1
 : x | 5 | -5
79) Cc1ccccc1NC(=O)N1CCN(C(C)c2ccccc2)CC1 (stereo unspecified)
 : -2 | 1 | -4
80) CC1(C)Cc2c(c(N3CCOCC3)nc3snc(N)c23)CO1
 : x | 1 | 4
81) CCC(CO)N(Cc1ccsc1)C(=O)c1ccc2cc[nH]c2c1 (stereo unspecified)
 : -1 | 1 | -7
82) COc1cc(/C=C2/SC(=Nc3ccccc3)NC2=O)cc(OC)c1O
 : -1 | -3 | 4
83) CCCCn1c(C)cn2c3c(=O)n(CC(=O)OC)c(=O)n(C)c3nc12
 : 0 | 0 | x
84) CCc1nn(-c2ccccc2Cl)c(CC)c1C(=O)NCc1ccccn1
 : -1 | -1 | 8

5 entries out of the list, sorted by formula weight, rising.
Fields: mcGAS inh | hcGAS inh | NPYLR7 agonist
80) CC1(C)Cc2c(c(N3CCOCC3)nc3snc(N)c23)CO1
 : x | 1 | 4
79) Cc1ccccc1NC(=O)N1CCN(C(C)c2ccccc2)CC1 (stereo unspecified)
 : -2 | 1 | -4
81) CCC(CO)N(Cc1ccsc1)C(=O)c1ccc2cc[nH]c2c1 (stereo unspecified)
 : -1 | 1 | -7
83) CCCCn1c(C)cn2c3c(=O)n(CC(=O)OC)c(=O)n(C)c3nc12
 : 0 | 0 | x
76) COc1ccc(F)cc1-c1nc2ccc(-c3ccc4c(c3)OCO4)cc2o1
 : -3 | -3 | x

Compound activity: PubChem, Fisher Drug Discovery Resource Center
